Screening results from PubChem.
LANA DNA inh: inhibitors of KSHV C-LANA binding to DNA, primary screen, biochemical, fluorescence polarization, FAM-LBS DNA, MBP-C-LANA, single point; Kaposi's sarcoma herpesvirus LANA C-terminal domain (residues 932-1162) DNA binding; inhibition, % at 9 µM; 0.078% of 340,000 active; AID 504423, 2011;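 active = highest replicate inhibition at or above 60% at 9 µM, even if other replicates fall short; inactive = all replicates below 60% inhibition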;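 note: 0% = neutral control wells and 100% = 4 µM acridine orange control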
OPRM1-OPRD1 ag: agonists of OPRM1-OPRD1 heterodimerization, primary screen, cell-based, luminescence | Mu-type opioid receptor (Homo sapiens) + Delta-type opioid receptor (Homo sapiens), … | cells | activation, % at 9.3 µM | 0.3% of 340,000 active; in the data active = activation above about 18%;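 note: 0% = vehicle-treated cells and 100% = reference agonist; values of inactives mirror those of a sister screen read the other way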
RTF Ca sens act: cardiac RTF calcium sensitivity activators, primary screen, biochemical, IANBD-TnC fluorescence, EC20 calcium; IANBD-labeled TnC RTF fluorescence at EC20 calcium; 0% EC20 calcium, 100% full calcium; 0.24% of 340,000 active; activation, % at 7.2 µM; Troponin I, cardiac muscle (Homo sapiens) + Troponin T, cardiac muscle (Homo sapiens) + …;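 active = activation above the mean over all tested compounds plus 3 SD, cut at about 30% in these data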;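 note: rise in fluorescence read as greater calcium sensitivity of cardiac thin filaments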
RTF Ca sens inh: cardiac RTF calcium sensitivity inhibitors, primary screen, biochemical, IANBD-TnC fluorescence, EC70 calcium | Troponin I, cardiac muscle (Homo sapiens) + Troponin T, cardiac muscle (Homo sapiens) + … | IANBD-labeled cardiac RTF, Ca2+ fluorescence | inhibition, % at 7.15 µM | 0.12% of 340,000 active | AID 493244, 2011;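 active = inhibition above the mean inhibition of all tested compounds plus 3 SD, cut at about 17% in these data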;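 note: assay run at fixed EC70 calcium of 1.6 mM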
MOR-DOR inv ag: inverse agonists of MOR-DOR heterodimerization, primary screen, cell-based, luminescence. AID 504357, 2011. 0.21% of 340,000 active. cell-based MOR-DOR heterodimer luminescence, inverse agonism. inhibition, % at 9.3 µM. Mu-type opioid receptor (Homo sapiens) + Delta-type opioid receptor (Homo sapiens), …; in the data active = inhibition above about 22%, passing the limit was not always enough;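 note: 0% = cells with DMSO and 100% = wells without cells with DMSO; values of inactives mirror those of a sister screen read the other way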
HTR5A ag ctr: HTR5A agonists in luminescence cell assay, primary screen, counter-screen for OPRM1-OPRD1 heterodimer agonist project, full-deck HTS | cell-based | activation, % at 9.3 µM | 0.61% of 340,000 active | AID 504692, 2011; in the data active = activation mostly above about 9.5%, no sharp cut-off; inactive = mostly below about 7.6%;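 note: 0% = cells with vehicle only and 100% = reference agonist; strong numbers were not always called active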
Target sequence (P47898 whole entry, looked up): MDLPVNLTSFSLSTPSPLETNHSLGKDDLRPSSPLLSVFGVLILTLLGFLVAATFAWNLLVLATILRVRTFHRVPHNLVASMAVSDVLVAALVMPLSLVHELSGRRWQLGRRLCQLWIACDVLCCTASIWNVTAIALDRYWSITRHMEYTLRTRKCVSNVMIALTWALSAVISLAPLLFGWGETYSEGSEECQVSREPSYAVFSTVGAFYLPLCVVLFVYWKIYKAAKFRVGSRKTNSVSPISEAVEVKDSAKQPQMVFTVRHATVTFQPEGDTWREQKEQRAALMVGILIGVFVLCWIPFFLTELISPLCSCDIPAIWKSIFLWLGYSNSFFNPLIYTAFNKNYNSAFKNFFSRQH
HTR5A inv ctr: HTR5A inverse agonists in luminescence cell assay, primary screen, counter-screen for OPRM1-OPRD1 heterodimer inverse agonist project, full-deck HTS; 5-hydroxytryptamine receptor 5A (Homo sapiens), P47898; HTR5A cell line, inverse agonism; inhibition, % at 9.3 µM; 0.083% of 340,000 active; in the data active = inhibition mostly above about 23%, no sharp cut-off; inactive = mostly below about 18%;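 note: 0% = cells with DMSO and 100% = no-cell wells with DMSO; some compounds called inactive have numbers as strong as hits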
CAL-PDZ inh HTS: untagged CAL PDZ binding inhibitors, primary screen, biochemical, fluorescence polarization, HTS; inhibition, % at 24.9 µM; AID 602252, 2012; 0.92% of 300,000 active; Golgi-associated PDZ and coiled-coil motif-containing protein (Homo sapiens), Q9HD26; purified CAL PDZ, TMR-peptide fluorescence polarization, 1 h;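 active = mean inhibition of at least 30% with at least half of replicates also reaching 30%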;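 note: 0% = DMSO neutral control and 100% = excess unlabeled competitor peptide PRC23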
V-ATPase pHluor: regulators of yeast V-ATPase proton pumping, primary screen, pHLuorin cytosolic pH fluorescence; S. cerevisiae; 0.37% of 350,000 active; response, % at 10 µM; in the data active = response mostly above about 7.3%, no sharp cut-off; inactive = mostly below about 5.4%; note: actives read high; inactives centre near 0; some compounds called inactive have numbers as strong as hits; reference of the scale not given here
Keap1-Nrf2 PPI: Keap1-Nrf2 protein-protein interaction inhibitors, primary screen, biochemical, fluorescence polarization, single point; inhibition, % at 9.4 µM; Kelch-like ECH-associated protein 1 (Homo sapiens), Q14145; Keap1 Kelch-Nrf2 peptide fluorescence polarization, 1536-well; 0.15% of 340,000 active; AID 504523, 2011; in the data active = inhibition above about 12%;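 note: human Keap1 Kelch domain with fluorescein labeled Nrf2 9mer peptide probe; 0% = neutral control wells and 100% = peptide positive control; higher means more block of Keap1 binding to Nrf2 peptide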
Target sequence (Q14145 whole entry, looked up, the tested form may be a part): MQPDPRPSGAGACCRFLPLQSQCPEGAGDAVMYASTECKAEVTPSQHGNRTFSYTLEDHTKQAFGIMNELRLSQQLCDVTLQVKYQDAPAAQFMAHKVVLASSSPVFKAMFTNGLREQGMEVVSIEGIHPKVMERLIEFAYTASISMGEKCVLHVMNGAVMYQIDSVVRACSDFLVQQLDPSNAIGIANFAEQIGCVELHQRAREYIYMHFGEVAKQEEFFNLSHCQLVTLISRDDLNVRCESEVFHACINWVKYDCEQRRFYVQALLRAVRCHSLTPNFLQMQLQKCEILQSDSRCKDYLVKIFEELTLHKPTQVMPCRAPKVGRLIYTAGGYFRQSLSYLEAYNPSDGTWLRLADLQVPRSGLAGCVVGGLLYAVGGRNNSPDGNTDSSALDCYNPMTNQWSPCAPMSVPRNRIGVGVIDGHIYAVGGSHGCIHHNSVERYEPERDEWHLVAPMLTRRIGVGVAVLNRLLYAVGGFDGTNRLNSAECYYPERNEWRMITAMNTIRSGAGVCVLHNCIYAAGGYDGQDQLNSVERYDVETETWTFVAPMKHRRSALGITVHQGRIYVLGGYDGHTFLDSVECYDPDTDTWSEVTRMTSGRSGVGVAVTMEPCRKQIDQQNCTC
* hit, by the source's call; x = no result given; & = joins results of further samples.

SMILES	LANA DNA inh	OPRM1-OPRD1 ag	RTF Ca sens act	RTF Ca sens inh	MOR-DOR inv ag	HTR5A ag ctr	HTR5A inv ctr	CAL-PDZ inh HTS	V-ATPase pHluor	Keap1-Nrf2 PPI
Cc1ccc(C(=O)NCCCNC(=O)Cc2ccc(Cl)cc2)cn1	-0.3	0.7	-3	-1	-4	-2	5	2	-3	3
CC(C)CN(C(=O)CSc1ncnc2ccccc12)C1CCS(=O)(=O)C1 (configuration not stated)	-1.3	-0.5	0	-3	2	-1	5	2	-2	-3
Cn1c(SCC(=O)Nc2ccc(NC(=O)c3ccccc3)cc2)nnc1-c1ccncc1	0.7	-0.3	-7	-8	2	-3	9	-2	-1	2
CC(=O)Nc1ccc(CN2CCN(C3CCCC3)C(CCO)C2)cc1 (configuration not stated)	0.7	-2.1	-2	10	11	0	0	-4	1	1
COc1ccccc1CNC(=O)N1CCN(S(=O)(=O)c2ccccc2)CC1	-1.5	-1.6	4	-4	9	4	-34	1	0	-3
CN1CCN(c2nc3c(c(=O)n(C)c(=O)n3C)n2Cc2ccccc2Cl)CC1	-1.7	-3.7	-5	-3	17	-4	15	-3	-4	2
O=S(=O)(NCc1csc(-c2cccnc2)n1)c1ccc(Cl)s1	0.1	-0.3	6	-4	2	1	2	0	0	-5
CCOC(=O)C1C(=O)OC(C)(C)C1C(CC)C(=O)c1ccccc1 (configuration not stated)	-2.4	-0.5	-3	-9	3	2	-5	-3	-3	0
COC(=O)c1cccc(N2C(=O)C(Cl)=C(N3CCOCC3)C2=O)c1	1.4	-1.6	9	6	9	6	-43	-3	-5	-1
O=C(/C=C/c1ccccc1Cl)Nc1ccncc1	-0.3	0.7	-2	-4	-4	1	-29	-6	1	1
COc1cc(C(=O)Nc2ccc(Oc3ncnc4sc(-c5ccccc5)cc34)cc2)cc(OC)c1OC	0.1	-2.5	-5	-23	13	3	-1	-5	-3	2
CC(=O)c1ccccc1OCCCN1CCCCC1	0.9	0.6	-1	-6	-3	-4	14	x	2	-5
OC1(c2cccc(C(F)(F)F)c2)CCN(c2ncnc3c2[nH]c2ccc(F)cc23)CC1	1.6	2.3	0	-3	-13	3	-12	0	-5	3
Cc1cc(Cl)ccc1C(=O)C1CCCN(C(=O)c2snnc2C)C1 (configuration not stated)	0.4	2.7	0	-1	-14	8	-14	-5	-2	-3
Cc1cc(C)n(-c2nc3ccccc3c(=O)n2OCc2ccc(Cl)cc2)n1	-0.4	2.9	-3	-4	-14	-3	7	-1	-1	-4
CC1SC(C)C(=O)N(CC(=O)NCc2ccc(F)cc2)C1=O (configuration not stated)	-0.9	-3.2	0	-1	16	-3	7	-2	-1	-2
Cc1ccc(C(=O)O/N=C(\N)Cc2cccs2)c(Cl)c1	-0.6	14	5	1	-55	9	-24	1	5	-9
Cc1cccc(NC(NC(=O)c2ccccn2)C(Cl)(Cl)Cl)c1 (configuration not stated)	-0.5	0.4	12	-4	-2	2	-9	x	4	-6
Cc1sc2nc(-c3ccco3)oc(=O)c2c1C	0.0	3.6	-1	-6	-15	0	-3	x	1	-2
O=C(COC(=O)c1c2c(nc3ccccc13)CCCCC2)NCc1ccc2c(c1)OCO2	0.4	-1.2	-11	-2	7	-1	2	-1	-1	-3
Cc1cccc(-n2c(SCC(N)=O)nnc2-c2ccco2)c1	-1.5	-2.2	-5	1	11	2	-6	-4	0	-4
CCn1c(SCC(=O)Nc2nnc(C)s2)nnc1C(C)NC(=O)c1ccccc1 (configuration not stated)	1.7	0.7	0	-8	-6	5	-14	2	-4	-3
CC(NC(=O)Cn1cnc([N+](=O)[O-])n1)c1ccccc1 (configuration not stated)	1.4	-1.8	11	-6	10	-2	9	1	-1	-2
O=C(c1ccncc1)N1CCN(S(=O)(=O)c2cccc(F)c2)CC1	-1.5	-2.9	-2	0	16	2	-17	-2	-2	-5
Cc1ccc(F)cc1NC(=O)CCOc1ccccc1	-0.8	1.2	3	-1	-7	5	-3	x	-2	4

Following part
SMILES	LANA DNA inh	OPRM1-OPRD1 ag	RTF Ca sens act	RTF Ca sens inh	MOR-DOR inv ag	HTR5A ag ctr	HTR5A inv ctr	CAL-PDZ inh HTS	V-ATPase pHluor	Keap1-Nrf2 PPI
OC(COc1ccccc1)CN1CCOCC1 (configuration not stated)	0.4	-2.5	3	-10	12	1	23	-5	3	1
CC(=O)Nc1ccc(S(=O)(=O)NCCc2ccc(S(N)(=O)=O)cc2)cc1	-1.6	-2.7	11	4	16	0	0	-3	4	-2
CCOC(=O)c1c(-c2ccc(C)o2)csc1NC(=S)NC(=O)c1ccccc1Br	-2.3	-3.6	3	-2	20	-3	9	x	-4	-1
N#Cc1c2ncn(CC(=O)c3ccc(Br)cc3)c(=O)c2c2n1CCC2	1.3	1.3	1	1	-8	5	-13	-4	2	-6
O=C(NC(=O)c1c(F)cccc1F)O/N=C1\CCCc2occc21	-1.0	-2.7	-6	7	14	2	12	x	1	0
Cc1nn(CC(=O)Nc2ccc(Cl)cc2Cl)c(=O)c2ccccc12	-1.3	-0.7	-3	6	3	2	-8	-3	1	-5
CCN1CCN(c2ncnc3c2sc2nc(N4CCOCC4)c4c(c23)CCC4)CC1	-0.1	-1.5	7	-3	9	10	-7	-8	6	-6
O=C(O)/C(=C/c1ccco1)NC(=O)c1ccccc1	13	-1.4	5	12	7	3	-9	1	2	-3
Cc1cc(C)cc(N)c1	0.5	-2.8	-3	-1	15	7	-27	0	8	-2
COc1cc(C=Nc2cccc(C)c2)c(O)c([N+](=O)[O-])c1	-2.2	-2.1	-8	7	10	-2	24	1	1	-4
Cc1cc(/C=C2/NC(=O)NC2=O)c(C)n1-c1ccc(N2CCOCC2)cc1	-0.1	-1.7	-2	-2	10	5	20	-1	-1	2
COc1cc(/C=N/n2cnnc2)ccc1OCc1ccc(C)cc1	0.4	-3.2	-2	7	18	-5	-23	-2	4	-3
CC(C)(C)NC(=O)Cn1c(=O)oc2cc(S(=O)(=O)N3CCc4ccccc43)ccc21	0.1	-1.1	-4	-6	5	1	-4	x	6	-2
CC(C)CC(=O)C(=O)O	0.2&1.9	-1.9&-0.6	-8&1	13&10	10&3	1&0	-33&0	-2&-5	2&1	0&1
COc1cc(-c2[nH]ncc2CN2CCN(c3cccc(C)n3)CC2)cc(OC)c1OC	-0.7	6.2	6	-7	-32	5	-18	-2	-1	0
O=[n+]1c2c(n([O-])c3c1CCCC3)CCCC2	-0.4	0.2	-2	-14	-1	-4	10	22	-6	-5
CC(OC(=O)c1ccc([N+](=O)[O-])o1)C(=O)NC1CCCCC1C (configuration not stated)	10	6.6	6	2	-34	0	1	x	2	21*
COc1ccc(OC(=O)c2cc(S(=O)(=O)N3CCCC3)ccc2Cl)cc1	-0.2	-0.9	1	-2	5	1	-8	0	-2	0
COc1ccc2c(c1)C(=O)OC2CC(=O)O (configuration not stated)	0.3	0.1	-3	-12	-1	9	-6	-3	2	-1
N#Cc1ccccc1S(=O)(=O)N1CCN(CC(=O)NCC2(N3CCOCC3)CCCCC2)CC1	0.3	-3.6	1	-4	14	2	12	x	-3	-3
COc1ccccc1NC(=O)C(C)NS(=O)(=O)c1ccccc1 (configuration not stated)	-0.6	-1.4	3	3	8	10	-26	-1	-1	4
O=C(NCCCN1CCOCC1)C(C(=O)c1ccccc1)n1ccccc1=O (configuration not stated)	-0.3	-2.9	-3	1	13	-3	-27	x	2	1
Cc1cc(C)nc(Sc2ccc3nnnn3n2)n1	-0.9	-3.5	1	9	20	0	-19	2	4	-5
CCCCSc1nc2sc3c(c2c(=O)n1-c1ccc(C)cc1)CCN(C)C3	-2.9	-4.6	3	-1	20	-3	9	-4	0	-7
COc1ccccc1NC(=O)c1ccc(NC(=O)c2ccco2)cc1	0.2	2.9	-3	-1	-21	1	-3	x	-2	-3

Full records, looked up by structure. Order of screens: LANA DNA inh | OPRM1-OPRD1 ag | RTF Ca sens act | RTF Ca sens inh | MOR-DOR inv ag | HTR5A ag ctr | HTR5A inv ctr | CAL-PDZ inh HTS | V-ATPase pHluor | Keap1-Nrf2 PPI
N#Cc1ccccc1S(=O)(=O)N1CCN(CC(=O)NCC2(N3CCOCC3)CCCCC2)CC1 reads 0.3 | -3.6 | 1 | -4 | 14 | 2 | 12 | x | -3 | -3
CCOC(=O)c1c(-c2ccc(C)o2)csc1NC(=S)NC(=O)c1ccccc1Br reads -2.3 | -3.6 | 3 | -2 | 20 | -3 | 9 | x | -4 | -1

Other records:
SMILES	LANA DNA inh	OPRM1-OPRD1 ag	RTF Ca sens act	RTF Ca sens inh	MOR-DOR inv ag	HTR5A ag ctr	HTR5A inv ctr	CAL-PDZ inh HTS	V-ATPase pHluor	Keap1-Nrf2 PPI
O=C(c1cccc(Br)c1)c1coc2ccc(O)cc12	1.6	4.3	-2	2	-17	8	-20	-2	1	-1
O=C(CCNS(=O)(=O)c1ccccc1C(F)(F)F)NCC(c1ccco1)N1CCCCC1 (configuration not stated)	1.5	-1.5	9	0	8	-2	6	-3	0	2
Cc1ccc(/C=C2/SC(=S)N(c3ccc(S(=O)(=O)Nc4nccs4)cc3)C2=O)cc1	0.9	3.5	7	-3	-18	4	13	-7	-1	-5
CCC(C)(C)NC(=O)C(c1cccc(OC)c1OC)N(C(=O)CCC(=O)Nc1cc(C)on1)c1ccc2c(c1)OCCO2 (configuration not stated)	-2.7	-1.9	-4	3	10	-3	8	-3	-4	-3
COCC(=O)Nc1nc2ccc(C)cc2s1	0.7	-3.3	0	11	20	0	10	-4	-2	-2
Cc1ccc(NC(=O)N2CCC(C(=O)Nc3ccc(C)cc3C)CC2)cc1	1.3	-1.6	8	-2	9	3	-7	x	-1	-2
Cc1cc(NC(=O)C2CCN(C(=O)c3ccco3)CC2)ccc1Br	-0.3	-0.2	4	-16	1	1	-21	-2	2	1
COc1ccc(/C=N/OCC(=O)Nn2c(C)nc3ccccc3c2=O)cc1	0.1	-1.2	5	-3	6	2	12	2	1	2
CCC1CCCCN1Cc1nc2c(c(=O)n(C)c(=O)n2C)n1Cc1ccccc1 (configuration not stated)	-0.3	0.2	3	-5	-1	6	-44	-3	1	-6
O=C(Oc1nsnc1N1CCCCC1)N1CCOCC1	0.0	-2.8	3	-8	15	-3	-12	0	-1	-2
CC(C)Cc1cc(C(=O)Nc2ccccc2)c2ccccc2n1	11	0.7	8	-11	-4	1	-5	22	2	-11
CSc1ccc(/C=C(/NC(=O)c2ccccc2)C(=O)NCCCn2ccnc2)cc1	-0.2	1.8	-5	7	-14	4	-11	-4	3	-4
CC1=C(C(N)=O)C(c2cccc(OCc3ccccc3)c2)n2nnnc2N1 (configuration not stated)	-0.8	-1.2	0	3	7	-2	-25	-2	1	1
